# Bim-Bfl-1: inhibitors of Bim-Bfl-1 interaction, human | Bead-based flow cytometry, Bim-Bfl-1 binding inhibition | inhibition, % at 10 µM | hit rate 0.12% among 190,000 | AID 1008;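 note: 0% = wells without compound plus tracer and 100% = blocker peptide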
# GSH bead fluor: GSH bead compound fluorescence profile | GSH beads flow cytometry, compound fluorescence 488/530 nm; active compounds read high | fluorescence (KMESF) at 10 µM | hit rate 0.25% among 190,000; in the data active = fluorescence above about 89;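 note: glutathione beads carrying GST-tagged Bcl family fusion proteins plus one bare bead set; values are compound well signal with DMSO vehicle wells as background; inactives centre near 16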
# Bim-Bcl-W: human Bim-Bcl-W interaction inhibition | hit rate 0.02% among 190,000 | inhibition, % at 10 µM | bead-based flow cytometry, Bim peptide-Bcl-W binding;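 note: 0% = bound tracer without compound and 100% = peptide blocker; higher means less fluorescent Bim peptide bound to Bcl-W beads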
# RGS8-Gao reg: regulators of human RGS8-Galphao interaction. P09471. multiplexed bead flow cytometry, RGS8-Galphao binding; actives lie on both sides. response (percent of control binding), % at 10 µM. hit rate 0.34% among 220,000. AID 1423; in the data active = response below about 60% or above about 140%; inactive = in between;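 note: Galphao activated as the GDP aluminium fluoride complex binding bead-coupled RGS8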
# Target sequence (P09471 whole entry, looked up): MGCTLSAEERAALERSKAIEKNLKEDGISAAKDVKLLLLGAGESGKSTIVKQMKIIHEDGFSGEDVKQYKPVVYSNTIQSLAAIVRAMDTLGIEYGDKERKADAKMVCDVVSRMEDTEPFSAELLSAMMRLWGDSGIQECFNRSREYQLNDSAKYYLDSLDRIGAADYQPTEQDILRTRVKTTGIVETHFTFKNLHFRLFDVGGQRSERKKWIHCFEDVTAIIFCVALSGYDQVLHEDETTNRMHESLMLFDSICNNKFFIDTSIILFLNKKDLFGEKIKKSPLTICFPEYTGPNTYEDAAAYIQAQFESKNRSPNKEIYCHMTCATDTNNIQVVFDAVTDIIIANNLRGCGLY
# Bcl-2 Bim block: disrupts Bim peptide binding to human Bcl-2 | P10415 | Bead-based flow cytometry, Bim peptide-Bcl-2 binding | inhibition, % at 10 µM | hit rate 0.06% among 190,000 | AID 950; in the data active = inhibition above about 40%; inconclusive = no clear call, values can overlap the other calls;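 note: 0% = no compound wells with probe peptide and 100% = reference peptide inhibitor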
# Target sequence (P10415 whole entry, looked up): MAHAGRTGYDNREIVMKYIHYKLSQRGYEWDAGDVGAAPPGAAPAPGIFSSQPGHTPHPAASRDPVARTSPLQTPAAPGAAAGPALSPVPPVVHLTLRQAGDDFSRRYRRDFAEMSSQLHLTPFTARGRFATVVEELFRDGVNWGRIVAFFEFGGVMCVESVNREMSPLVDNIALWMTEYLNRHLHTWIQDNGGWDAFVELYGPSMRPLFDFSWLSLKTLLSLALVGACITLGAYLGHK
# ABCG2 inh: blocks JC-1 efflux by human ABCG2 transporter | inhibition, % at 6.6 µM | IgMXP3 cells, flow cytometry | hit rate 0.1% among 190,000 | Q9UNQ0;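 active = inhibition above 80%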;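 note: 0% = DMSO and 100% = nicardipine control wells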
#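 Test system: IgMXP3 cells (ABCG2) mixed with DDAO far-red-labelled CCRF-Adr cells (ABCB1). Reagent: JC-1 transporter substrate. Compound dosing: single test compound dose, 6.6 µM final. Times: 10 min compound exposure, 25 °C. Detection: flow cytometry of retained JC-1 fluorescence. Read-out basis: efflux inhibition in percent versus controls. Controls: nicardipine and DMSO wells.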
# Bcl-XL Bim block: human Bim-Bcl-XL interaction inhibition; Bim peptide-Bcl-XL binding, bead flow cytometry, fluorescence; Q07817; inhibition, % at 10 µM; hit rate 0.04% among 190,000; AID 1007
# Target sequence (Q07817 whole entry, looked up): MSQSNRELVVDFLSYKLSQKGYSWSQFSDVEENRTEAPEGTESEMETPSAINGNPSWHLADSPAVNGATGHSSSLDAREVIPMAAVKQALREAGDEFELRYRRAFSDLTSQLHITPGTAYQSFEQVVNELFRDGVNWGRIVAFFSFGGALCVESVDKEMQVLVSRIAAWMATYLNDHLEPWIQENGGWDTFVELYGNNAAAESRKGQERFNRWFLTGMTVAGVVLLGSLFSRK
# RGS7-Gao: modulates binding of RGS7 to human Galphao | P09471 | Multiplexed bead flow cytometry; actives lie on both sides | binding response (% of control), % at 10 µM | hit rate 0.35% among 220,000 | AID 1439; in the data active = binding response below about 49% or above about 150%; inconclusive = no clear call, values can overlap the other calls; inactive = in between;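 note: fluorescent Galphao held in activated GDP-AlF4 state binding bead-coupled RGS7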
# ABCB1 block: inhibitors of human ABCB1 transporter, ABCG2 counter-screen | P08183 | CCRF-Adr cells, JC-1 efflux, flow cytometry | inhibition, % at 6.6 µM | hit rate 0.067% among 190,000; in the data active = inhibition above about 40%;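 note: 0% = vehicle and 100% = reference inhibitor; higher value means more JC-1 retained so stronger ABCB1 efflux block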
# Bcl-B Bim block: inhibitors of Bim-Bcl-B interaction, human. bead-based flow cytometry, Bim peptide-Bcl-B binding. inhibition, % at 10 µM. hit rate 0.073% among 190,000. AID 951;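 note: 0% = tracer peptide without compound and 100% = reference inhibitor peptide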
# Target sequence (Q9HD36 whole entry, looked up): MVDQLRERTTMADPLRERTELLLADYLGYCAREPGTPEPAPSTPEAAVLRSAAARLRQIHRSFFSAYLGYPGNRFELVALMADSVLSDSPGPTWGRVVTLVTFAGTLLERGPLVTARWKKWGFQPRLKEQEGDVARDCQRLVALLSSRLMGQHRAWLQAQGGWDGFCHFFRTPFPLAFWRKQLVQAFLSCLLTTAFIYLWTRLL
# RGS4-Gao reg: human RGS4-Galphao interaction regulation | P09471 | Multiplexed bead flow cytometry, RGS4-Galphao binding; actives lie on both sides | binding response (% of control), % at 10 µM | hit rate 0.33% among 220,000; in the data active = binding response below about 49% or above about 150%; inactive = in between;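 note: fluorescent Galphao activated with aluminum fluoride binding bead-coupled RGS4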
# Numbers without * were called inactive; ? = inconclusive. Cut-off read from the data, not from the text of the source, unless noted: active = inhibition above about 40%.
Compound	Bim-Bfl-1	GSH bead fluor	Bim-Bcl-W	RGS8-Gao reg	Bcl-2 Bim block	ABCG2 inh	Bcl-XL Bim block	RGS7-Gao	ABCB1 block	Bcl-B Bim block	RGS4-Gao reg
O=C(CC(NC(=O)C(F)(F)F)c1ccccc1)Nc1nnc(CCc2ccccc2)s1 (configuration not stated)	-8	16	-13	98	-11	0	-23	108	-0.2	-48	99
O=C(O)CNC(=O)c1ccc(OC(F)F)cc1	-11	65	-2	99	-7	1	-2	100	0.5	-7	100
Cc1ccccc1C(=O)NN1C(=O)CSC1=S	-15	16	-2	99	-7	-2	-4	101	-0.4	-7	100
CC(=O)N1c2ccc3ccccc3c2C(C)CC12CCCCC2 (configuration not stated)	-7	15	2	102	4	1	-3	107	0.4	-2	105
COc1ccc(-c2n[nH]c(=S)n2/N=C/C=C/c2ccccc2OC)cc1	-1	18	-10	99	0	-2	-10	103	-0.6	-25	101
CC(C)CN(CC(C)C)S(=O)(=O)N1CCC(C(=O)NCc2ccc3c(c2)OCO3)CC1	-4	18	-3	102	0	6	-4	?	1.3	-5	101
COC(=O)Cn1c(=O)sc2ccccc21	-10	40	0	103	-6	1	6	101	0.3	-7	97
CCCN(CCC)S(=O)(=O)c1ccc(C(=O)Nc2nnc(-c3cc(OC)cc(OC)c3)o2)cc1	-18	28	-3	106	-7	-8	-8	97	-1.4	-8	102
COC(=O)c1sc(=S)n(-c2ccc(Cl)cc2)c1C	-9	38	3	101	-5	5	0	102	0.0	-7	102
COc1ccc([N+](=O)[O-])cc1N(CC(O)Cn1nnc2ccccc21)S(=O)(=O)c1ccc(C)cc1 (configuration not stated)	-10	20	-5	99	2	37	-9	99	6.1	-8	100
Cc1ccc(NC(=O)CC2SC(=O)N(c3ccccc3)C2=O)cc1 (configuration not stated)	-6	15	-6	101	-3	1	-6	105	-0.2	-6	104
Cc1ncc(CSc2nc3ccccc3[nH]2)c(N)n1	0	32	-5	103	3	1	-14	94	0.2	-2	93
O=C(COC(=O)c1cc([N+](=O)[O-])ccc1NCCO)Nc1ccc2c(c1)OCO2	-4	7	1	102	2	-7	-4	97	-1.9	-1	105
OCc1nnn(-c2cccc(C(F)(F)F)c2)c1CO	1	18	-5	102	-4	18	0	102	2.7	0	101
Cc1ccc(C(=O)CSC2=C(C#N)C(c3ccco3)C3=C(CC(C)(C)CC3=O)N2)cc1 (configuration not stated)	-3	46	5	101	-3	0	0	97	0.4	-4	103
Cc1cc(C(=O)NCc2cccnc2)no1	-14	31	-1	98	-6	4	-2	101	0.3	-5	102
CCC(C)N1CNc2c(c(=O)[nH]c(=S)n2-c2cccc(C)c2)C1 (configuration not stated)	0	12	-5	101	-1	3	-5	103	0.6	-2	103
O=C(Nc1ccccc1C(=O)N/N=C/c1ccco1)c1ccc(Cl)cc1	-12	14	-4	109	-12	4	-10	106	0.3	-8	104
CC(NC(=O)C1CCC1)c1ccccc1 (configuration not stated)	-10	41	5	98	-9	1	7	100	0.2	-7	99
COc1ccc(N2C(=O)CC(N3CCN(c4ccccc4F)CC3)C2=O)cc1 (configuration not stated)	-12	7	0	103	-9	-1	-4	100	-0.2	-4	103
CCOC(=O)c1ccc(NC(=O)C(=O)NCc2ccncc2)cc1	-1	18	0	99	0	0	-5	99	0.1	0	100
O=C1C(=O)N(C2CCCC2)C(=O)N1Cc1c(F)cccc1Cl	-2	11	-4	102	-4	2	-1	97	1.0	0	96
CCOC(=O)C1CCN(C(=O)COC(=O)c2cccc(F)c2)CC1	-4	23	2	99	-1	4	0	100	1.7	3	101
CCn1c(C)c(C(C)=O)c(N2CCCCC2)nc1=S	-4	11	-1	98	-9	-7	-4	96	-6.8	2	102
COc1ccc2nc(N=Nc3ccc(O)c4ccccc34)sc2c1	5	9	-6	111	3	15	-4	98	-2.1	-2	98
O=C1c2ccccc2C(=O)N1CCCOc1ccccc1	-2	21	-1	97	1	2	-1	95	0.5	-5	99
COC(=O)c1ccccc1OCCCOc1ccc(C=O)cc1OC	0	15	-1	101	-2	6	-1	98	0.7	2	99
Cc1nc(SCC(=O)Nc2ccccc2)c2oc3ccccc3c2n1	-11	21	-3	99	-4	4	-1	98	0.7	-2	99
Cc1nn2c(-c3ccco3)nnc2c2ccccc12	-7	42	8	109	-6	16	-8	125	0.1	0	133
COc1ccc(O)c(/C=N/Nc2nc3ccccc3[nH]2)c1	3	11	4	99	2	18	0	94	0.7	-2	100
COc1cccc(/C=N/NC(=O)c2c(C)nc3ccc(Br)cn23)c1	-4	28	1	99	-6	7	-4	?	1.2	-6	96
Cc1cc(NC(=O)CN2CCc3ccccc3C2)nc2c1c(=O)oc1ccccc12	7	19	0	98	1	4	-1	99	2.0	4	97
CC(C)c1nnc(NC(=O)CSc2nc3ccccc3s2)s1	-8	7	0	102	-2	1	-2	101	0.2	-8	104
COCCNC(=O)c1c(N)n(CCC2=CCCCC2)c2nc3ccccc3nc12	1	12	0	99	0	3	-1	103	0.7	-8	100
Cc1ccc(N2C(=O)CC(c3c[nH]c4ccccc34)C2=O)cc1 (configuration not stated)	6	11	2	88	1	3	1	99	0.2	0	95
O=C(NCc1cccnc1)c1cc(-c2cccs2)on1	-13	41	0	98	-8	1	-8	95	0.1	-8	97
CCS(=O)(=O)c1ccc2c(c1)N(S(C)(=O)=O)CC(C(=O)NN)O2 (configuration not stated)	-4	26	-3	100	-5	0	-4	96	-0.3	-2	101
Cc1ccc(N(CC(=O)NN=C2CCN(C)CC2)S(=O)(=O)c2ccc(C)cc2)cc1	-5	22	0	99	-1	-1	1	105	-1.1	-4	100
COc1cccc(N=c2oc3ccccc3cc2-c2nc3ccccc3[nH]2)c1	-2	31	-1	100	-2	7	-10	102	1.1	1	100
COC(=O)c1sccc1NC(=S)N1CCC(C(N)=O)CC1	1	15	-1	101	0	-12	-3	?	-1.4	1	101
NS(=O)(=O)c1cccn1-c1ncc(C(F)(F)F)cc1Cl	-13	15	1	99	-8	1	-4	95	0.1	-6	101
COc1ccccc1C(=O)Nc1nc2ccc(S(C)(=O)=O)cc2s1	-9	13	-6	104	-6	0	-6	101	0.0	-8	100
O=C(OCc1ccccc1)C1CCCN1C(=O)c1cccs1 (configuration not stated)	0	4	-6	96	5	1	-3	103	0.2	0	100
CCOC(=O)CSC(CC)C(=O)Nc1nnc(CC)s1 (configuration not stated)	-7	15	-4	102	-8	0	-5	98	0.5	-7	102
CCCn1c(SCC(=O)Nc2cc(S(=O)(=O)N3CCOCC3)ccc2Cl)n[nH]c1=O	-1	12	-3	87	-5	15	-5	108	0.6	-6	104
Fc1ccc(-c2csc3nnc(SCc4cccnc4)n23)cc1	-3	8	2	104	-1	3	4	100	0.5	-3	102
CC(=O)N(Cc1ccco1)C1(C(=O)NC2CCCC2)CCCCC1	0	14	1	97	-1	6	0	105	0.6	-3	102
O=C(C1CC1(c1ccccc1)c1ccccc1)N1CCOCC1 (configuration not stated)	-13	29	0	104	-7	-4	-6	98	0.4	-8	102
Cc1cc(C)c(S(=O)(=O)NCC2CCC(C(=O)NCCCN3CCOCC3)CC2)c(C)c1 (configuration not stated)	-3	9	-2	98	0	0	-2	101	0.1	-2	96
NC(Cc1c[nH]c2ccccc12)C(=O)NCc1ccco1 (configuration not stated)	-4	18	0	103	0	2	-2	97	0.2	-3	101
CCOc1ccc(/C=C\C(C)=N\O)cc1	0	16	-1	99	1	5	-1	95	0.5	-2	97
CCCCNC(=O)C1CCN(C/C(C)=C/c2ccccc2)CC1	-2	19	0	100	-3	1	-1	98	0.7	0	100
COc1cccc(NC(=O)CCSc2ccc(C)cc2)c1	0	7	-1	102	2	7	-2	100	0.2	-5	102
CCc1cccc(C)c1NC(=O)CCCSc1nc2ccccc2s1	1	8	0	97	3	3	1	95	1.0	-4	93
O=C(Cc1ccccc1)NC(NCCCN1CCOCC1)(C(F)(F)F)C(F)(F)F	-14	34	-4	104	-9	-1	-9	100	-1.9	-8	105
COc1c(OC)c(O)c2c(=O)c(O)c(-c3ccccc3)oc2c1OC	-2	20	-5	98	-4	7	-4	103	-0.2	0	101
O=C(C1CCCCC1)N1CCC(c2nc3ccccc3[nH]2)CC1	-5	62	-4	112	-4	2	-5	101	0.9	-3	104
CCC1=NN(C(=O)CCc2ccccc2O)C(O)(C(F)(F)F)C1 (configuration not stated)	7	15	4	87	2	4	4	96	0.4	4	96
CC(C)c1ccccc1N1CC(C(=O)O)CC1=O (configuration not stated)	-10	19	-5	102	-2	3	-6	102	-0.4	-7	101
CCS(=O)(=O)c1ccc(Sc2nncn2C)c([N+](=O)[O-])c1	-5	9	0	101	-5	1	-2	100	0.2	0	101

# Copied from the list:
# Result for CC(=O)N(Cc1ccco1)C1(C(=O)NC2CCCC2)CCCCC1 under RGS7-Gao: 105
# Result for O=C(C1CC1(c1ccccc1)c1ccccc1)N1CCOCC1 (configuration not stated) under Bim-Bfl-1: -13
# Result for CCC1=NN(C(=O)CCc2ccccc2O)C(O)(C(F)(F)F)C1 (configuration not stated) under Bim-Bfl-1: 7

# Remaining list, next part.
Compound	Bim-Bfl-1	GSH bead fluor	Bim-Bcl-W	RGS8-Gao reg	Bcl-2 Bim block	ABCG2 inh	Bcl-XL Bim block	RGS7-Gao	ABCB1 block	Bcl-B Bim block	RGS4-Gao reg
COc1ccc(NC(=S)N/N=C/c2cccn2Cc2ccc(F)cc2)cc1	6	9	-1	102	0	-2	-2	?	-1.3	-2	102
Cc1ccc(CNC(=O)C2(C)Oc3ccccc3NC2=O)cc1 (configuration not stated)	0	9	3	93	5	2	0	95	1.0	-2	92
C=CCNC(=O)c1onc(CSc2cccc(Cl)c2)c1C(=O)O	-13	35	0	95	-12	3	-4	95	-0.1	-10	93
C=CCNC(=O)c1scc2c1CCCC2	1	79	-1	98	-1	2	-2	104	0.4	-2	106
CCn1c(=O)n(CC(=O)Nc2ccc(F)cc2)c(=O)c2ccccc21	-6	15	-3	104	-7	1	-3	102	0.3	-4	102
COc1ccccc1Oc1ccc(-c2cnc3ccccc3n2)cc1[N+](=O)[O-]	-4	20	1	97	-1	1	0	98	0.1	0	99
CN(c1ccccc1)S(=O)(=O)c1cccc(C(=O)OCC(=O)NCc2ccc3c(c2)OCO3)c1	-11	16	-4	98	-6	19	-12	97	1.3	-10	97
COc1ccc(N2CCN(C(c3nnnn3C3CCCC3)C(C)C)CC2)cc1 (configuration not stated)	-8	9	0	100	-3	-1	-2	106	0.4	-3	101

# Compound profiles, as listed above. Order of values: Bim-Bfl-1 | GSH bead fluor | Bim-Bcl-W | RGS8-Gao reg | Bcl-2 Bim block | ABCG2 inh | Bcl-XL Bim block | RGS7-Gao | ABCB1 block | Bcl-B Bim block | RGS4-Gao reg
# Profile of `CN(c1ccccc1)S(=O)(=O)c1cccc(C(=O)OCC(=O)NCc2ccc3c(c2)OCO3)c1` → -11 | 16 | -4 | 98 | -6 | 19 | -12 | 97 | 1.3 | -10 | 97
# Profile of `COc1ccccc1Oc1ccc(-c2cnc3ccccc3n2)cc1[N+](=O)[O-]` → -4 | 20 | 1 | 97 | -1 | 1 | 0 | 98 | 0.1 | 0 | 99
